Lipid droplet: hepatic lipid droplet formation modulation. AML12 mouse hepatocytes, oleate lipid droplets, BODIPY imaging. inhibition, % at 6.5 µM. actives 0.4% (n = 240,000);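 active = lipid droplet intensity inhibited by at least 50%, with more than 500 cells counted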
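Material – mouse AML12 hepatocyte cell line, fixed after treatment · Compound dosing – one dose, 6.5 µM compound · Times – compound with oleate, overnight · Measured by – Image-based BODIPY and DAPI two-channel analysis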
T cell HTS: T cell immune modulation candidate; 2C CD8+ T cell-vesicle binding, flow cytometry; hits give low values; calls only at 7 µM; actives 0.068% (n = 330,000); AID 2052;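 active = response, share of CD8 T cells binding vesicles, and their 90th percentile fluorescence all below set limits, cut at about 80% in these data, passing the limit was not always enough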
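material = purified 2C TCR transgenic mouse naive CD8+ T cells | controls = Unloaded micro-vesicles (low), QL9 vesicles with 0.7% DMSO (high) | detection = cytometric PE anti-B7-1 and Alexa647 anti-CD8 signals after 1% paraformaldehyde fixation | incubation = binding step 1.5 h, 37 °C, antibody labelling 20 min, ice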
Lipid droplet cells 6.5 µM: second read-out of Lipid droplet, no call of its own (marks repeat the call); cell count; measured here: cell count, cytotoxicity flag;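 cells counted across two imaged fields per well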
T cell HTS vesicle-bound %: also measured in T cell HTS; calls as there; double positive events, %; measured here: CD8+ vesicle-bound cell fraction;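 binding gate set so that unloaded-vesicle control wells show 10% double positive cells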
An asterisk follows results filed as active; i = inactive; + = active, no number.

SMILES	Lipid droplet	Lipid droplet cells 6.5 µM	T cell HTS	T cell HTS vesicle-bound %
CC1(c2ccccc2)NC(=O)N(CC(=O)NCc2ccc3c(c2)OCO3)C1=O (stereo unspecified)	-22.3	745	i	11.7
Cc1ccccc1OCCC(=O)Nc1cc(S(=O)(=O)N2CCOCC2)ccc1OC(C)C	-5.0	865	i	25.0
CCOc1ccc(NC(=O)c2ccc(CN3CCc4ccccc4C3)cc2)cc1	-4.7	775	i	56.7
CCCc1cc(=O)oc2cc(C)cc(OC(C)C(=O)NCCCN3CCOCC3)c12 (stereo unspecified)	-0.7	738	i	38.3
CCOC(=O)c1c(CN(CC)CC)n(-c2ccccc2)c2ccc(O)cc12	-16.3	822	i	23.4
CC1C(=O)Nc2ccc(S(=O)(=O)N3CCN(c4ccccc4F)CC3)cc2NC1=O (stereo unspecified)	-1.2	799	i	17.3
CC(OC(=O)c1ccc(C(C)(C)C)cc1)C(=O)NC1CCCCC1C (stereo unspecified)	-0.1	803	i	6.9
Cc1cc(C)c(OCCCNCc2ccccc2)c(Br)c1	-63.6	750	i	32.3
CCc1ccccc1NC(=O)[C@@H]1CCC(=O)N1C1OC(=O)c2c1ccc(OC)c2OC (stereo partly specified)	-2.4	796	i	15.9
c1cc(-c2nnn(CCOCCn3nnc(-c4ccncc4)n3)n2)ccn1	8.5	682	i	46.9
COc1ccc(C(=O)O)cc1S(=O)(=O)NCc1ccccn1	-8.6	393	i	23.4
CC1CN(CCCCSc2ccccc2)CC(C)O1 (stereo unspecified)	-3.3	819	i	56.9

Rewritten with values under each structure: entries from further up.
The line under a structure holds: Lipid droplet | Lipid droplet cells 6.5 µM | T cell HTS | T cell HTS vesicle-bound %
CC1C(=O)Nc2ccc(S(=O)(=O)N3CCN(c4ccccc4F)CC3)cc2NC1=O (stereo unspecified)
  -1.2 | 799 | i | 17.3
CC(OC(=O)c1ccc(C(C)(C)C)cc1)C(=O)NC1CCCCC1C (stereo unspecified)
  -0.1 | 803 | i | 6.9
Cc1cc(C)c(OCCCNCc2ccccc2)c(Br)c1
  -63.6 | 750 | i | 32.3
CCc1ccccc1NC(=O)[C@@H]1CCC(=O)N1C1OC(=O)c2c1ccc(OC)c2OC (stereo partly specified)
  -2.4 | 796 | i | 15.9
c1cc(-c2nnn(CCOCCn3nnc(-c4ccncc4)n3)n2)ccn1
  8.5 | 682 | i | 46.9
COc1ccc(C(=O)O)cc1S(=O)(=O)NCc1ccccn1
  -8.6 | 393 | i | 23.4
CC1CN(CCCCSc2ccccc2)CC(C)O1 (stereo unspecified)
  -3.3 | 819 | i | 56.9

New compounds follow:
SMILES	Lipid droplet	Lipid droplet cells 6.5 µM	T cell HTS	T cell HTS vesicle-bound %
COc1cc(/C=N/NC(=O)c2cc3ccccc3[nH]2)ccc1O	-4.6	811	i	22.9
CC1CN(CCOc2ccccc2C(C)C)CC(C)O1 (stereo unspecified)	-4.2	755	i	42.2
CCC(Oc1ccc(Cl)cc1)C(=O)N1CC(=O)Nc2ccccc21 (stereo unspecified)	5.6	839	i	7.6
CCOCCCNC(=O)CN1C(=O)CSc2ccc(S(=O)(=O)N3CCOCC3)cc21	3.1	742	i	6.2
CCCNC(=O)c1ccc(N2CCC3(CC2)CC(c2ccccc2)=NO3)c(NC(=O)c2ccco2)c1	-11.7	708	i	6.0
CN1CCN(c2ccc(NC(=O)COc3ccc4ccccc4c3)cc2)CC1	-40.3	803	i	20.6
Cc1cc(NC(=O)CSc2nc(Cc3ccc(O)cc3)c(C)[nH]2)no1	2.8	739	i	11.7
CS(=O)(=O)Nc1ccc(C(=O)Nc2ccc(S(=O)(=O)N3CCCCC3)cc2)cc1	1.5	703	i	64.1
CCOc1ccnc2c1c(=O)n(Cc1cc(OC)cc(OC)c1)c(=O)n2C	-13.4	692	i	34.4
COc1ccc(CCC(=O)Nc2ccc(S(=O)(=O)N3CCOCC3)cc2)cc1	-6.0	752	i	19.4
O=C(Nc1nnc(C2=COCCO2)o1)c1ccc([N+](=O)[O-])s1	-5.5	806	i	32.1
COC(=O)C1=CN(Cc2ccc(OC)cc2)C=C(C(=O)OC)C1c1cc(OC)c(OC)c(OC)c1	-11.9	823	i	37.7
CC(C)(C)NC(=O)CN1C(=O)NC(c2ccccc2)(c2ccccc2)C1=O	-9.4	831	i	7.3
CCc1ccc(N(CC(=O)NC2CC2)S(=O)(=O)c2ccc(C)cc2)cc1	-13.6	641	i	11.2
CCC(C)NC(=O)CSc1nnc(-c2cc(OC)c(OC)c(OC)c2)c(-c2cc(OC)c(OC)c(OC)c2)n1 (stereo unspecified)	0.9	812	i	36.6
Cc1ccc(CN(C(=O)c2cccs2)C2CCS(=O)(=O)C2)cc1 (stereo unspecified)	-1.7	808	i	16.0
CC(=O)N1CCc2c(sc(NC(=O)Cc3ccc(C)cc3C)c2C#N)C1	-5.9	580	i	29.0
O=C(Cc1ccccc1)NNS(=O)(=O)c1ccccc1[N+](=O)[O-]	-2.2	857	i	23.2
CCOc1ccc(NC(=S)NC(=O)C2CCCC2)cc1	31.3	716	i	15.0
COc1ccc(C(=O)N(C)CC2CCN(CCc3cccc(C(F)(F)F)c3)CC2)cc1C	1.1	802	i	49.7
CC(C)N1C(=O)c2ccccc2C1C(=O)NCCc1ccccc1 (stereo unspecified)	16.8	810	i	25.3
CC1CCCCC1NC(=O)c1cccc(NC2=NC3CS(=O)(=O)CC3S2)c1 (stereo unspecified)	-1.2	716	i	17.8
CC(=O)c1ccc(NC(=O)CCNS(=O)(=O)c2ccccc2F)cc1	13.0	800	i	20.0
COc1cccc(CNC(=O)Cn2ncn3cccc3c2=O)c1OC	-1.0	723	i	8.0

4 neighbouring entries out of the list so far, for reference:
SMILES	Lipid droplet	Lipid droplet cells 6.5 µM	T cell HTS	T cell HTS vesicle-bound %
CC(C)N1C(=O)c2ccccc2C1C(=O)NCCc1ccccc1 (stereo unspecified)	16.8	810	i	25.3
CC1CCCCC1NC(=O)c1cccc(NC2=NC3CS(=O)(=O)CC3S2)c1 (stereo unspecified)	-1.2	716	i	17.8
CC(=O)c1ccc(NC(=O)CCNS(=O)(=O)c2ccccc2F)cc1	13.0	800	i	20.0
COc1cccc(CNC(=O)Cn2ncn3cccc3c2=O)c1OC	-1.0	723	i	8.0

New compounds follow.
SMILES	Lipid droplet	Lipid droplet cells 6.5 µM	T cell HTS	T cell HTS vesicle-bound %
Cc1ccc(S(=O)(=O)N(CC(=O)NCc2ccncc2)Cc2ccc(F)cc2)cc1	2.1	763	i	25.9
NC(=O)CC(NC(=O)c1cccc(Br)c1)c1ccc(N2CCN(c3ccccn3)CC2)c([N+](=O)[O-])c1 (stereo unspecified)	1.2	819	i	47.5
CN(C)CCCN(C(=O)c1ccc(S(=O)(=O)N2CCc3ccccc32)cc1)c1nc2ccc(F)cc2s1	6.3	744	i	19.6
Cc1c(C(=O)N2CCCCC2)c(S(=O)(=O)NCCc2ccc(S(N)(=O)=O)cc2)c(C)n1C	1.7	750	i	11.0
Cc1cnc(NC(=O)C2CC(=O)N(c3cccc(Cl)c3)C2)s1 (stereo unspecified)	-17.3	787	i	4.5
CC(C)c1ccc(Nc2ccc(C(=O)O)cc2[N+](=O)[O-])cc1	7.9	730	i	39.7
COc1ccc(/C=N\N2CCN(Cc3ccccc3Cl)CC2)cc1	-14.9	791	i	59.5
CCN(CCCNC(=O)CCC(=O)N1CCOc2ccccc21)Cc1ccccc1	1.5	783	i	22.5
Cc1cccc(NC(=O)Cc2c(F)cccc2Cl)n1	-14.0	814	i	55.8
COc1cccc(OC)c1C(=O)NCCOc1cc(C)cc(C)c1	-16.5	810	i	60.4
Cc1cc(OCC(=O)Nc2ccc(CCO)cc2)c2c(C)c(C)c(=O)oc2c1	5.4	711	i	27.7
CCOc1ccccc1-c1cc(C(=O)N2CCOCC2)c2ccccc2n1	9.8	715	i	56.7
CCOC(=O)c1ccc(Nc2cc(C)nc(-c3ccccc3)n2)cc1	-0.2	878	i	51.5
CC1CN(S(=O)(=O)c2ccccc2)CN1C(=O)N1CCOCC1 (stereo unspecified)	-2.6	775	i	31.2
Cc1ccccc1C(=O)c1cccn1CC(=O)NCc1ccc(F)cc1	-27.1	657	i	10.8
COc1ccc(-n2nnnc2SCC(=O)NC2CCCC2)cc1OC	12.0	826	i	17.6
COc1ccc(Cl)cc1NC(=O)CN1CCN(S(=O)(=O)N2CCC(C)CC2)CC1	5.4	694	i	54.3
CCc1ccc(N(C(=O)c2csnn2)C(C(=O)NC2CCCCC2)c2ccncc2)cc1 (stereo unspecified)	-3.4	817	i	29.5
Cn1c(=O)[nH]c(=O)c2c1nc(SCCCO)n2CCCc1ccccc1	-6.1	788	i	53.7
O=C(O)c1cn(-c2ccccc2)nc1-c1ccc(F)cc1	2.1	704	i	13.8
Cn1nccc1C(=O)N(CCN1CCCCC1)CC1CCCN(C2CCCC2)C1 (stereo unspecified)	15.3	842	i	30.4
Cc1ccc(C(=O)NC(C)c2ccc(-n3ccnc3)cc2)cc1 (stereo unspecified)	17.8	767	i	27.4
O=C(NCc1cccnc1)Nc1ccccc1C(F)(F)F	-8.9	800	i	13.6
Cc1nc(CNC(=O)C2CCC(=O)N(CCc3ccc(Cl)cc3)C2)sc1C (stereo unspecified)	-20.2	637	+	2.8*
COc1ccc(Cn2c(=S)[nH]c3cc(C(=O)N4CCCCC4)ccc3c2=O)cc1	6.6	828	i	27.5
O=C(CCN1C(=O)[C@@H]2Cc3ccccc3CN2C1=O)N[C@H](Cc1ccccc1)C(=O)O	-2.7	828	i	40.3
O=C(CSc1nnc(COc2ccc(Cl)cc2Cl)o1)Nc1ccccn1	-2.4	683	i	60.9
COc1ccc(-n2cc(-c3ccccc3)[nH]c2=S)c(OC)c1	2.4	758	i	17.9
COc1ccc(-c2cnnn2-c2ccc([N+](=O)[O-])cc2)cc1	-6.4	835	i	14.3
OCC1(CCc2ccccc2)CCCN(C/C=C/c2ccccc2)C1 (stereo unspecified)	-18.2	819	i	60.2
O=C(NCc1ccco1)c1ccc(NS(=O)(=O)c2cccc(F)c2)cc1	6.0	825	i	5.2
COc1ccc(N2CCOCC2)c(NC(=O)COc2cccc(C)c2C)c1	6.1	697	i	39.9
Cc1ccc(OCC(=O)Nc2ccc3c(c2)nc(CCN2CCCCC2)n3C)cc1	-0.6	740	i	2.2
COc1ccc(S(=O)(=O)NC2CC(C)(C)NC(C)(C)C2)cc1	-9.4	653	i	10.4
O=C(NCCNC(=O)c1cnccn1)c1cccc(Cl)c1	-3.1	831	i	16.2
COc1cccc(OCC(O)CN2CCN(C)CC2)c1 (stereo unspecified)	-30.2	847	i	40.8
COc1cccc(NC(=S)N2CCN(S(C)(=O)=O)CC2)c1	7.2	670	i	29.1
Cc1ccc(C)c(C(C)NC(=O)C2CCCO2)c1 (stereo unspecified)	-15.9	803	i	64.3
Cc1ccc(C(=O)Nc2ncc(C)s2)s1	5.9	856	i	28.3
CCc1ccc(C(=O)NC(=S)Nc2ccccc2N2CCOCC2)cc1	0.0	770	i	29.8
CCOc1ccc(Br)cc1S(=O)(=O)Nc1ncn[nH]1	13.6	762	i	23.4
CC(=O)Nc1ccc(SCC(=O)N2CCN(S(=O)(=O)c3ccccc3)CC2)cc1	15.7	753	i	17.3
O=C(NC1C2CC3CC(C2)CC1C3)c1ccc(Br)o1 (stereo unspecified)	-0.4	822	i	18.5
NS(=O)(=O)c1ccc(CCNC(=O)C(=O)c2cn(CC(=O)N3CCCC3)c3ccccc23)cc1	-1.9	816	i	9.2
Cc1oc2c(c(C)cc3oc(=O)c(CC(=O)NCCCO)c(C)c32)c1C	2.6	409	i	55.1
O=C(COc1ccccc1Cl)Nc1ccc(N2CCN(C(=O)c3ccccc3)CC2)cc1	2.3	673	i	12.5
N#Cc1c(-c2ccccc2)cc(-c2ccccc2)nc1SCCC(=O)O	1.1	759	i	57.1
COc1ccc(/C(O)=C2/C(=O)C(=O)N(CCCN3CCOCC3)C2c2ccc(N(C)C)cc2)cc1 (stereo unspecified)	3.8	809	i	12.9
COc1ccc(C(=O)C[n+]2cc(Br)cc3ccccc32)cc1[N+](=O)[O-]	10.5	683	i	46.8
Cn1c(=O)[nH]c(=O)c2c1nc(SCC(O)CO)n2CCCc1ccccc1 (stereo unspecified)	-1.8	822	i	47.0
COc1ccc(Cl)cc1NS(=O)(=O)c1cc(Br)cnc1N	0.2	721	i	28.1
Cc1ccccc1-c1nc(CS(=O)(=O)CC(=O)N2CCN(C)CC2)c(C)o1	-0.4	643	i	7.9
O=C1CN(C(=O)CC2C(=O)NCCN2Cc2ccccc2C(F)(F)F)CCN1 (stereo unspecified)	2.8	702	i	10.5
CC(=O)N(CCc1ccccc1)Cc1cc2cc(C)ccc2[nH]c1=O	0.1	747	i	36.3
CC(NCC(O)COc1ccc(Br)cc1)c1ccccc1 (stereo unspecified)	0.2	762	i	30.5
CCc1ccc(NC(=O)CSc2ccc(-c3cccnc3)nn2)cc1	-1.5	836	i	62.4
Cc1cccc(-c2nc3c(c(SCC(=O)N4CCOCC4)n2)Cc2c(CO)cnc(C)c2O3)c1	-1.7	710	i	28.7
COc1ccc(C=O)cc1CN1C(=O)c2ccccc2C1=O	-3.0	815	i	64.8
O=C(CNC(=O)c1ccc(Br)o1)NCc1cccc(Cl)c1	-13.9	710	i	65.8
O=C(N[C@@H]1CCC(=O)N(CC[C@H](Sc2ccccc2)c2ccccc2)CC1)OCc1ccccc1	-5.7	828	i	14.5
COc1ccc(NC(=O)CCN2CCN(Cc3ccccc3)CC2)c(OC)c1	2.9	847	i	56.3
COc1ccc(N(CC(=O)NC2CCCCCC2)S(=O)(=O)c2ccccc2)cc1Cl	2.3	727	i	37.4

High-throughput results deposited in PubChem BioAssay by several laboratories.

Only part of the results is shown; the hit share may differ from the screen's.
